# From PubChem
# Hsp90 Hop PPI = qHTS Assay for Disrupters of an Hsp90 Co-Chaperone Interaction | AlphaScreen TPR2A-His6 binding biotin-Hsp90 C-terminal peptide | hit rate 0.44% among 71,000 | Potency, µM (top dose mostly 57 µM), without a hit: top-dose activity change, negative = inhibition; active = well fitted curve in either direction with a large enough effect; inconclusive = small, poorly fitted or top-dose-only effect, or another doubt; note: potency is the fitted concentration of half-maximal effect; % is set by controls: 0 for no effect and ±100 for the full control effect; many of its hits are not listed in these tables
# Texas Red fluor = qHTS Assay for Spectroscopic Profiling in Texas Red Spectral Region | Compound fluorescence, Texas Red channel, 547/618 nm; stronger effect = higher value | max dye-equivalent concentration, M | hit rate 0.06% among 59,000 | AID 587, 2007; in the data active = max dye-equivalent concentration above about 10 nM; inconclusive = between about 1.1 nM and that limit
#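 Compound fluorescence was read after 15 min at room temperature in 100 mM Tris, pH 8.0, using 547 nm excitation and 618 nm emission across a concentration series. It was expressed as Texas Red dye-equivalent concentration from an on-plate standard curve.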
# Tau filament bind = qHTS Assay for Tau Filament Binding; Microtubule-associated protein tau (Homo sapiens), P10636; recombinant tau filaments, thioflavin S fluorescence, 15 h; filaments grown with octadecylsulfate alongside compound; Potency, µM (top dose mostly 57.1 µM), for the others: top-dose activity change, negative = inhibition; hit rate 2% among 71,000; AID 596, 2007;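 note: potency is the fitted concentration of half-maximal effect; % is set by controls: 0 for no effect and ±100 for the full control effect; actives lower thioflavin S fluorescence by blocking filaments or displacing dye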
# Target sequence (P10636 whole entry, looked up): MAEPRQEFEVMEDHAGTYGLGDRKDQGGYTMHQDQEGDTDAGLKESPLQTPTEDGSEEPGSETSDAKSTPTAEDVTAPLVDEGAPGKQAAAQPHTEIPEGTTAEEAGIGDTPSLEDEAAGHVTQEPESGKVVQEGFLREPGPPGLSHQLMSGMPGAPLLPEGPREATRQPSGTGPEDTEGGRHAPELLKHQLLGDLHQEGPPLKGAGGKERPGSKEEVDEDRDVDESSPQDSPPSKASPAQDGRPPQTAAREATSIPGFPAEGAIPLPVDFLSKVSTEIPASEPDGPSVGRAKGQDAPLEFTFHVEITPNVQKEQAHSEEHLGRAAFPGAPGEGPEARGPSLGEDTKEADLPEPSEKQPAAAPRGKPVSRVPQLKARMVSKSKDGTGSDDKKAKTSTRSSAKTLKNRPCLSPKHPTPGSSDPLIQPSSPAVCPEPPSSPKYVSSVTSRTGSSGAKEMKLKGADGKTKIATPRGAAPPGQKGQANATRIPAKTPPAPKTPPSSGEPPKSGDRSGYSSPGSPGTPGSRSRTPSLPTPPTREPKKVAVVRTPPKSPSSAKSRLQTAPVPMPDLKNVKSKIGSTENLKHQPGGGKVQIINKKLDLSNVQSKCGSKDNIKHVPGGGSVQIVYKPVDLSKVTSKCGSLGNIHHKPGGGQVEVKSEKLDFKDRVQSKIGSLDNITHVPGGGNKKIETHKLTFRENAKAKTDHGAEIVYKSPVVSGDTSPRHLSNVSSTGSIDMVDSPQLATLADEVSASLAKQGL
#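 Assay mix: 1 uM His-tagged tau, 30 uM sodium octadecylsulfate, thioflavine S dye in HEPES/NaCl/DTT buffer. Compound is added prior to the inducer. Fluorescence after 15 h at 37 C.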
# HBB splice mod = qHTS Assay for Modulators of Hemoglobin Beta Chain Splicing; HBB splicing reporter cell assay, activation; EGFP reporter with mutant IVS2-654 intron; response scale: normalised to 500 nM splice-correcting PNA; hit rate 0.06% among 65,000; AID 925, 2007; Potency, µM (titrated, usually from 46.1 µM), inactives show at the top dose activation, usual class: activators; note: potency is the fitted concentration of half-maximal effect; 0% is about no effect
#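 Compounds were applied for 2 days to HeLa EGFP-654 cells, 500/well in Optimem with 2% FCS. The reporter's EGFP is disrupted by mis-splicing of beta-globin intron IVS2-654. Readout: summed well GFP fluorescence from 488 nm laser scanning; reference was 500 nM antisense […] 654 PNA.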
# CRE Fsk mod = Cell signaling CRE-BLA (Fsk stim). Potency, µM (series often up to 38.2 µM), for the others: top-dose activity change, negative = inhibition, most hits filed as activators. hit rate 2.5% among 71,000. CHO CRE-bla reporter (cAMP response element driving beta-lactamase), forskolin EC10, beta-lactamase ratio; active = well fitted activation curve with a large enough effect in the signal ratio, with a control signal flat, not every such curve was filed as active; inconclusive = small, poorly fitted or top-dose-only effect, or effect the other way, or a change in a side signal; the % refers to the signal ratio; note: potency is the fitted concentration of half-maximal effect; % of control where 0% means no effect
#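 Reporter-gene assay: CHO cells with beta-lactamase behind cAMP responsive elements, co-treated with compound and EC10 NKH 477 for 3 hours at 37 degrees Celsius. Activity came from the 460/530 nm CCF4 emission ratio.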
# HADH2 inhib = qHTS Assay for Inhibitors of HADH2 (Hydroxyacyl-Coenzyme A Dehydrogenase, Type II). recombinant HADH2, NADH fluorescence, beta-hydroxybutyryl-CoA. Potency, µM (series often up to 57.1 µM), for inactives: top-dose activity change, negative = inhibition, hits mostly inhibitors. hit rate 3.4% among 73,000. AID 886, 2007; note: potency is the fitted concentration of half-maximal effect; % is set by controls: 0 for no effect and ±100 for the full control effect; nearly all actives have a fitted effect of over 60% in size; many of its hits are not listed in these tables
# Target sequence (Q99714 whole entry, looked up, one chain of several): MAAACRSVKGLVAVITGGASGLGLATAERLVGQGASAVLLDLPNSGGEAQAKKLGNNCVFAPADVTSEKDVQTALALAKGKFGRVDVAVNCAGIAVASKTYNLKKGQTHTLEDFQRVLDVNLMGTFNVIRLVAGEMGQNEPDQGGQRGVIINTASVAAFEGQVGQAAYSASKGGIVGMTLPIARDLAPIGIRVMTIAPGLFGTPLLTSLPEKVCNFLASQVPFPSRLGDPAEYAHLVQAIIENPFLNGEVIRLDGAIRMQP
#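 NADH fluorescence (ex 360/em 450 nm) read every 30 s for 4 min; activity taken as last-minus-first time point difference. Enzyme 20 nM, NAD+ 1 mM, beta-hydroxybutyryl-CoA 90 uM, pH 9.0 Tris buffer.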
# ERK AVP block = qHTS Assay for Inhibitors of the ERK Signaling Pathway using a Homogeneous Screening Assay | HEK293-V1b, vasopressin-stimulated pERK AlphaScreen | Potency, µM (series often up to 57.5 µM), for the others: at the highest dose activity, negative = inhibition, most hits filed as inhibitors | hit rate 0.99% among 72,000; note: potency is the fitted concentration of half-maximal effect; % is set by controls: 0 for no effect and ±100 for the full control effect; nearly all actives have a fitted effect of over 55% in size
#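 Phosphorylated ERK1/2 detected via AlphaScreen bead proximity in lysates of V1b-expressing HEK293 cells given 25 nM vasopressin for 5 min after 30 min compound exposure (37 °C). AC50 from Hill equation; basal DMSO 0%, vasopressin 100%.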
# ALOX15 inhib = qHTS Assay for Inhibitors of 15-hLO (15-human lipoxygenase). Polyunsaturated fatty acid lipoxygenase ALOX15 (Homo sapiens), P16050. AID 887, 2007. Potency, µM (highest dose often 57.1 µM), without a hit: at the highest dose activity change, negative = inhibition, most hits filed as inhibitors. purified 15hLO-1, xylenol orange hydroperoxide absorbance. hit rate 1.4% among 74,000; note: potency is the fitted concentration of half-maximal effect; % is set by controls: 0 for no effect and ±100 for the full control effect; nearly all actives have a fitted effect of over 55% in size
#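 Compounds were preincubated 15 min at room temperature with 40 nM purified human enzyme (25 mM Hepes pH 7.5, 0.01% Triton X-100); 50 uM arachidonic acid reacted 6 min. Fe-xylenol orange detection, 30 min, absorbance ratio 573/405 nm.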
# FLuc inh = qHTS Assay for Inhibitors of Firefly Luciferase; Luciferin 4-monooxygenase (Photinus pyralis), P08659; purified firefly luciferase, luminescence, 8 min; Potency, µM (highest dose often 57.1 µM), for inactives: top-dose activity change, negative = inhibition, most hits filed as inhibitors; hit rate 2.2% among 72,000; AID 411, 2009; note: potency is the fitted concentration of half-maximal effect; % is set by controls: 0 for no effect and ±100 for the full control effect; nearly all actives have a fitted effect of over 40% in size
#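 qHTS concentration-response profiling: light output of P. pyralis luciferase with luciferin and 10 uM ATP, imidazole buffer pH 7.2. Read by luminescence after 8-min room-temperature incubation.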
# Rhodamine autofl = qHTS Assay for Spectroscopic Profiling in Rhodamine Spectral Region. max dye-equivalent concentration, M. Rhodamine-region fluorescence, 547/598 nm, Tris buffer; stronger effect = higher value. hit rate 0.05% among 59,000; in the data active = max dye-equivalent concentration above about 11 nM; inconclusive = between about 1.1 nM and that limit
#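 A six-point rhodamine series on each plate calibrates the signal. Compounds sit in 100 mM Tris (pH 8.0) for 15 min at ambient temperature before imaging through 547 nm/598 nm filters.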
# Pol III holo inh = qHTS Assay for Inhibitors of DNA Polymerase III Holoenzyme System | reconstituted DNA polymerase III holoenzyme replication, biochemical | Potency, µM (highest dose often 57.1 µM), for the others: top-dose activity change, negative = inhibition | hit rate 0.25% among 71,000; note: potency is the fitted concentration of half-maximal effect; % is set by controls: 0 for no effect and ±100 for the full control effect
#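 Reconstituted *E. coli* holoenzyme (0.35 nM Pol III, 1 nM beta, 154 nM SSB, 2 nM primase) was preincubated with compound for 15 min at RT. Synthesis on 1.4 nM ssM13Gori ran 35 min, then was stopped with PicoGreen/EDTA and read as dsDNA fluorescence.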
# The depositor's hits bear a star; i = inactive; ? = inconclusive; . = no result given; & = joins results of further samples; [ ] = another dose, or the depositor's remark. Unless noted, calls come from the whole dose curve; as a rule, active = well fitted curve in the direction sought with a large enough effect; inconclusive = small, poorly fitted or top-dose-only effect, or another doubt; inactive = no such curve, though single readings can be large; an effect the other way counts as inactive or inconclusive. Only part of the results is shown; count on the stated rates, not on these rows.
SMILES,Hsp90 Hop PPI,Texas Red fluor,Tau filament bind,HBB splice mod,CRE Fsk mod,HADH2 inhib,ERK AVP block,ALOX15 inhib,FLuc inh,Rhodamine autofl,Pol III holo inh
CCCC(=O)Nc1ccccc1-c1nnn(CC(=O)Nc2ccc(OC)cc2)n1,2%,i,70%,.,7%,22%,1%,0%,-1%,i,-4%
Cc1c(C(=O)O)c(-c2ccccc2)nn1-c1ccccc1,1%,.,5%,-2.5%,-12%,-1%,3%,5%,1%,.,-3%
CN1CCN(C(=O)c2cc3nc(-c4ccc(Cl)cc4)cc(C(F)(F)F)n3n2)CC1,-6%[11 µM],.,2.5µM*,-2.0%[0.0738 µM],?,2%[11.4 µM],-21%,5%[11.4 µM],0%,.,1%[11.4 µM]
Cc1cc(NC(=O)CSc2nnc(-c3ccncc3)n2N)ccc1Br,-4%,i,7%,-3.0%,-8%,-15%,-20%,?,-2%,i,-2%
O=C(Nc1ccc(N2CCN(C(=O)c3ccc(Cl)cc3)CC2)cc1)c1ccc(Br)o1,-23%,i,25µM*,1.9%,?,-6%,?,-29%,1%,i,5%
CC(C)CN1CC[C@@]2(CCCN(C(=O)c3cccc(F)c3)C2)C1,-3%,i,8%,1.9%,-10%,1%,-20%,0%,1%[11.4 µM],i,7%
COc1cccc(NC(=O)CSc2nncn2N)c1,-5%,i,-3%,.,2%,21%,-1%,-1%,-2%,i,-1%
O=C(COC(=O)c1ccco1)Nc1ccc2c(c1)OCCO2,-2%,?,-2%,0.1%,4%,1%,8%,11%,10µM*,i,-7%
N=c1c[n+](N2CCOCC2)[n-]o1,-4%,i,5%,0.0%,2%,?,12%,-8%,4%[25.5 µM],i,-1%
COc1ccc(-n2nc(C(=O)Nc3ccc4c(c3)OCO4)c3c4ccccc4n(C)c3c2=O)cc1,-3%,i,12%,-1.9%,2%,6%,-14%,8%,2%,i,1%
Cc1ccccc1-c1cncnc1NCc1ccccc1,-1%,i,-5%,-1.4%,-5%,-28%,-29%,?,2%[2.29 µM],i,-10%
CN1C=CC=C/C1=C(\C#N)c1nc2ccccc2[nH]1,-7%,i,32µM*,0.0%[57.5 µM],-2%,-5%,-13%,-8%,-25%,i,-9%
COCCN(C(=O)Cn1nnc2ccccc21)C(C(=O)NC1CCCC1)c1cccc(OC)c1OC (stereo not given),-2%,i,-2%,.,-2%,2%,5%,-10%,1%,i,1%
CC(=O)OC[C@@H]1O[C@H](C/C=N\O[C@@H](C)c2cn([C@H](CO)Cc3ccccc3)nn2)C=C[C@@H]1OC(C)=O,.,.,.,2.3%&0.9%[9.22 µM],.,4%&3%[11.4 µM],3%&6%[11.5 µM],5%&-1%[11.4 µM],1%&0%[11.4 µM],.,.
O=C1c2ccccc2NC(c2ccc(F)cc2)N1Cc1ccco1 (stereo not given),1%,i,4%,2.5%[1.84 µM],?,?,-10%,-7%,5%,i,1%
CC12CCC(C(=O)Nc3ccc4c(c3)OCCO4)(OC1=O)C2(C)C (stereo not given),-7%[11 µM],.,-8%[11.4 µM],2.0%[0.0738 µM],?,15%[11.4 µM],-18%,8%[11.4 µM],-7%,.,-2%[11.4 µM]
COC(=O)[C@@H]1[C@@H]2C[C@H]3c4[nH]c5cc(OC)ccc5c4CCN3C[C@@H]2C[C@H](OC(=O)/C=C\c2cc(OC)c(OC)c(OC)c2)[C@H]1OC,?,i,-19%[25.6 µM],9.2%[20.6 µM],23%[17.1 µM],7%[25.6 µM],8%[25.7 µM],-4%[25.6 µM],1%[25.5 µM],i,5%[25.6 µM]
C/C(NC(=O)c1ccccc1)=C1/C(=O)CC2C1C2(C)C (stereo not given),?,.,6%[11.4 µM],0.0%[0.0738 µM],?,31%[activator][11.4 µM],0%,-5%[11.4 µM],-8%,.,-1%[11.4 µM]
Cc1c(NC(=O)Nc2ccc(Cl)c(Cl)c2)c(=O)n(-c2ccccc2)n1C,2%,.,16%,-1.5%[9.22 µM],-9%,-5%,-11%,6%,-2%,.,-3%
COc1ccc(-n2cnc3c(cnn3CCC#N)c2=N)cc1,-3%,?,-3%,0.5%,?,2%,1%,5%,0%,i,-5%
COC(=O)CS(=O)(=O)c1cc(Br)cc2c1N(C(C)=O)CC2,-4%,i,3%,3.9%,-7%,2%,-18%,-3%,-2%,i,-1%
COc1ccc(Cl)c(NCCC(=O)O)c1,10%,i,2%,0.5%,-5%,-3%,-7%,-3%,0%,i,-1%
COc1cccc(-c2nc(NCc3cccs3)c3ccccc3n2)c1,14%,i,34%,0.3%,?,-4%,32µM*,1%,-1%[2.29 µM],i,12%
Cc1ccccc1C(=O)Nc1ccccc1,0%,.,12%,-2.3%,-2%,-5%,24%,8%,-19%,.,-9%
CCOc1ccccc1C(=O)Nn1c(C2CCC2)nc2ccccc2c1=O,-2%,i,8%,.,1%,15%,-22%,-6%,0%,i,-3%
O=C(N[C@@H](c1ccccc1)[C@@H]1C[C@H]1C(=O)NCc1ccccn1)OCc1ccccc1,-5%,.,0%,-1.5%,-6%,14%,9%,.,.,.,0%
Cc1cccc(NC(=O)COc2ccc(Br)cc2)n1,6%,.,14%,-0.7%[9.22 µM],6%,-8%,-15%,0%,-29%,.,-2%
Cc1cc(C)c(C)c(OCCOCCN2CCOCC2)c1,-2%,.,-20%,-0.6%[9.22 µM],2%,0%,21%,7%,0%,.,-2%
Cc1ccc2c(c1)C(C)(C)[C@]1(C)NC(=O)CCN21,0%,?,?,0.6%[57.5 µM],0%,8%,-7%,2%,4%,i,3%
O=C(c1ccccc1)c1ccc2nc[nH]c2c1,-1%,i,-10%,-3.5%,?,-23%,5%,12%,2%,i,5%
O=C1c2cccnc2C(O)N1C1CCCCC1 (stereo not given),-4%,i,14%,0.1%,-4%,5%,-7%,0%,0%,i,-12%
COc1ccc(OC)c(N(CC(=O)Nc2ccc3c(c2)OCCO3)S(C)(=O)=O)c1,-9%,.,22%,-0.1%,0%,-1%,-18%,2%,3%,.,-3%
O=C(NC(Cc1ccccc1)c1nc2ccccc2[nH]1)C1CC(=O)N(c2ccc3c(c2)OCCO3)C1 (stereo not given),-10%,i,-14%,-1.7%,?,-8%,8%,-16%,-10%,i,-8%
COC(=O)[C@@]1(Cc2ccccc2)[C@H]2c3cc(C(=O)N4CCCC4)n(Cc4cccc5ccccc45)c3C[C@H]2CN1C(=O)c1ccccc1,-22%,.,57%,-1.1%,2%,0%,-4%,.,.,.,5%
CS(=O)(=O)Nc1ccc(S(=O)(=O)Nc2nccs2)cc1,-8%,?,-17%,.,1%,-6%,-18%,-2%,1%,i,-4%
CN(C)c1ccc(-c2nccc(Nc3ccc(F)cc3)n2)cc1,?,i,86%,-0.1%,?,?,?,?,-9%[2.29 µM],i,-8%
CCCCNC(=O)OCC(CC)NC(=O)OC(C)C (stereo not given),-1%,i,2%,-1.6%,0%,19%,-14%,?,-9%,i,-2%
COc1ccc(S(=O)(=O)Nc2ccccc2C(=O)NCc2ccco2)cc1Br,0%,i,18%,-0.8%,1%,-18%,19%,-12%,2%,i,-2%
O=c1[nH]c2ccccc2c(=O)n1Cc1ccco1,1%,i,2%,-0.2%[57.5 µM],-6%,-2%,6%,3%,7%,i,-4%
COc1cc(C(=O)Nc2cccc(-c3nc4ccccc4o3)c2C)cc(OC)c1OC,-5%,.,182%,-0.7%,8%,-1%,-15%,6%,-1%,.,4%
CC(C)CNc1cc(=O)n(C)c(=O)n1C,-2%,i,1%,-1.2%,?,-15%,-5%,10%,2%,i,9%
COc1cc(NC(=O)C2CCCN2C(=O)C2CCC(C)CC2)cc(OC)c1OC (stereo not given),-4%,.,-30%,0.4%,19%,16%,.,4%,-4%,.,-3%
Cc1cc(Cl)ccc1OCC(=O)Nc1ccccc1N1CCOCC1,25%,i,4%,-0.9%,19%,0%,?,-10%,0%,i,3%
